Lipid droplet – modulators of hepatic lipid droplet formation; AML12 mouse hepatocytes, oleate lipid droplets, BODIPY imaging; inhibition, % at 6.5 µM; 240,000 tested, 0.4% active;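 active = lipid droplet intensity inhibited by at least 50%, with more than 500 cells counted; inconclusive = wells with under 300 cells, treated as cytotoxic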
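Test system: AML12 mouse liver cells; schedule: overnight exposure; technique: high-content imaging of BODIPY-stained droplets and DAPI nuclei; read-out: % inhibition of corrected integrated BODIPY droplet signal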
P. falciparum M1AAP – P. falciparum M1AAP inhibitors, biochemical, fluorogenic H-Leu-NHMec substrate, 1536-well (AID 1445). inhibition, % at 30 µM; hits with a dose series show IC50 in µM. 220,000 tested, 0.42% active. recombinant M1AAP, H-Leu-NHMec fluorogenic kinetic assay; higher % means a stronger effect;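 active = primary inhibition above the hit cutoff, then over 50% inhibition at one or more dose response concentrations, cut at about 23% in these data, passing the limit was not always enough; inconclusive = conflicting primary data, or primary hits not chosen for dose response; inactive = low primary inhibition, or under 50% at every dose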;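 also: plate controls were DMSO full reaction for no effect and no enzyme background for full effect; strong numbers were not always called active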
PMI inhibitors – MPI enzyme activity inhibition – biochemical, fluorescence intensity, coupled assay, primary screen (AID 1209); inhibition, % at 20 µM, or IC50 in µM where a hit was titrated; purified PMI enzyme, coupled fluorescence intensity; higher % means a stronger effect; 190,000 tested, 0.42% active;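 also: plate controls were DMSO vehicle for no effect and wells lacking substrate for full effect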
SIAH1 antagonists – blockers of Siah-1 interaction with plectin peptide – biochemical, fluorescence polarization, rhodamine-plectin, uHTS, primary screen (AID 1817); Siah-1 / rhodamine-plectin peptide fluorescence polarization; higher % means a stronger effect; displacement, % at 20 µM, or IC50 in µM where a hit was titrated; 290,000 tested, 0.02% active;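 active = displacement of at least 50% at 20 µM, with a fluorescence ratio check between 0.3 and a set limit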;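 also: plate controls were Siah plus tracer with DMSO for no effect and tracer alone without Siah for full effect; strong numbers were not always called active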
TNAP activators – human TNAP enzyme activators, primary screen, biochemical, luminescent, no phosphate acceptor, uHTS (AID 1001); purified TNAP, luminescent activation assay, no phosphate acceptor; higher activation fold means a stronger effect; activation fold at 20 µM, or EC50 in µM where a hit was titrated; 200,000 tested, 0.03% active; in the data active = activation fold from about 3, or a potency from the dose series; inactive = the rest, 99 in 100 with activation fold below about 1.6; also: many of its hits are not listed in these tables
UTI89 phage lysis – protection from phage-mediated lysis, alamar blue read-out – E. coli UTI89, K1F phage, bacterial capsule biogenesis inhibitors (AID 488966). inhibition, % at 100 µM, or IC50 in µM where a hit was titrated. E. coli UTI89 K1F phage lysis, alamar blue, 2 h; higher % means a stronger effect. 340,000 tested, 0.02% active;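 active = phage lysis inhibition, versus mean bacterial control, above a set limit; inconclusive = no clear call, values can overlap the other calls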;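 also: capsule biogenesis inhibitors block K1F phage lysis so surviving cells raise fluorescence; higher fluorescence means more inhibition of phage lysis; actives were called in the ten point dose series up to 300 µM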
PMI inhibition – MPI inhibition at elevated mannose 6-phosphate – biochemical, fluorescence intensity, high mannose 6-phosphate, primary screen (AID 1220); recombinant PMI enzyme, coupled fluorescence intensity; higher % means a stronger effect; inhibition, % at 20 µM, or IC50 in µM where a hit was titrated; 190,000 tested, 0.66% active
XIAP displacement – small molecules displacing peptide from XIAP – biochemical, IAP family, fluorescence polarization (AID 1018). XIAP BIR domain, fluorescence polarization peptide displacement; higher % means a stronger effect. 200,000 tested, 0.007% active. displacement, % at 20 µM; hits with a dose series show IC50 in µM; in the data active = displacement above about 50%; also: a part of the inactive calls stands beside numbers as strong as those of hits
M17LAP inhibition – P. falciparum M17LAP inhibitors, primary screen, biochemical, fluorogenic H-Leu-NHMec substrate, 1536-well (AID 1619); recombinant M17LAP, H-Leu-NHMec fluorogenic kinetic assay; higher % means a stronger effect; inhibition, % at 30 µM; hits with a dose series show IC50 in µM; 220,000 tested, 0.38% active;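 active = compound inhibiting the enzyme by more than half at any dose during confirmatory dose-response retesting; inconclusive = strong single-dose inhibitors picked by rank but not retested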;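 also: plate controls were full reaction with DMSO carrier for no effect and no enzyme background for full effect; strong numbers were not always called active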
Lipid droplet cells 6.5 µM – recorded beside Lipid droplet, whose call it bears; cell count; measured here: cell count, cytotoxicity flag;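 cells counted across two imaged fields per well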
Numbers without * were called inactive; u = inconclusive; x = not tested or not shown; & = joins results of further samples; [ ] = another dose, or the depositor's remark. Rule as the data show it, unless noted: active = inhibition above about 50%; inactive = the rest.

SMILES	Lipid droplet	Lipid droplet cells 6.5 µM	P. falciparum M1AAP	PMI inhibitors	SIAH1 antagonists	TNAP activators	UTI89 phage lysis	PMI inhibition	XIAP displacement	M17LAP inhibition
CCOC(=O)c1c(NC(=O)c2cc3n(n2)C(C(F)(F)F)CC(c2cccs2)N3)sc(C)c1C (stereo not given)	22	661	-1%	14%	8%	1.1	0.2%	3%	-19%	-3%
C=CCOC(=O)C1=C[C@@H](C2CCCCC2)C[C@@H](OCc2ccc(CO)cc2)O1	-13	664	7%	8%	7%	1	-1.0%	8%	-4.5%	1%
Cc1cccc(C)c1Nc1nnc(SCc2cc([N+](=O)[O-])cc3c2OCOC3)s1	11	834	5%	12%	-2%	1.1	3.2%	4%	-6.7%	-3%
COc1ccc(CNC(=O)C2CCC(CNc3nc(=S)[nH]c4ccccc34)CC2)cc1 (stereo not given)	-12	705	-2%	-5%	0%	1.1	x	-6%	-2.2%	-2%
O=C(NCCCN1CCCC1=O)c1ccc2c(=O)n(-c3ccc(F)cc3)c(=S)[nH]c2c1	0	688	3%	-8%	4%	1	x	-5%	-5.5%	-11%
Cc1ccc(OCC(=O)Nc2ccc3c(c2)nc(CCN2CCOCC2)n3C)cc1	x	x	-1%	-6%	-6%	1	0.2%	2%	-2.8%	-7%
N#Cc1nc(Cc2cccc3ccccc23)oc1NCc1ccc2c(c1)OCO2	x	x	-1%	16%	0%	1.2	0.2%	16%	5.0%	-1%
COc1ccccc1N(CC(=O)Nc1ccc(F)c(F)c1)S(C)(=O)=O	7	680	12%	7%	1%	1.1	-0.3%	2%	-0.3%	-6%
O=C(N/N=C/c1ccccn1)C1CC1	-6	830	-1%	14%	2%	1	-0.2%	15%	-5.4%	13%
O=c1oc2ccccc2cc1-c1cn(-c2ccccc2)c(=S)[nH]1	1	471	7%	-45%	5%	1.1	3.0%[50 µM]	-133%	-4.8%	-9%
CCn1ncc(/C=N\NC(=O)COc2ccccc2)c1C	13	734	0%	0%	8%	1.1	0.8%[50 µM]	4%	-3.1%	11%
O=C(CN1CCC(NC(=O)c2ccccc2F)CC1)Nc1ccc2c(c1)OCO2	-10	729	34µM*	-3%	3%	1.1	0.4%	-4%	-6.1%	12%
CC(C)c1ccc(/C=N/NC(=O)c2cccc(S(=O)(=O)N3CCOCC3)c2)cc1	0	646	7%	6%	2%	1.1	-0.9%	24%	-8.1%	-6%
CCCNc1nc2c(c(=O)[nH]c(=O)n2C)n1CCc1ccccc1	28	563	14%	8%	5%	1.2	0.1%	13%	0.2%	-8%
Nn1c(SCC(=O)Nc2ccc3c(c2)OCO3)nnc1C1CC1	-5	575	10%	6%	-3%	1.1	0.1%	0%	-3.7%	-7%

2 compounds picked at random from the list so far, as already listed:
SMILES	Lipid droplet	Lipid droplet cells 6.5 µM	P. falciparum M1AAP	PMI inhibitors	SIAH1 antagonists	TNAP activators	UTI89 phage lysis	PMI inhibition	XIAP displacement	M17LAP inhibition
COc1ccccc1N(CC(=O)Nc1ccc(F)c(F)c1)S(C)(=O)=O	7	680	12%	7%	1%	1.1	-0.3%	2%	-0.3%	-6%
O=C(NCCCN1CCCC1=O)c1ccc2c(=O)n(-c3ccc(F)cc3)c(=S)[nH]c2c1	0	688	3%	-8%	4%	1	x	-5%	-5.5%	-11%

The results go on.
SMILES	Lipid droplet	Lipid droplet cells 6.5 µM	P. falciparum M1AAP	PMI inhibitors	SIAH1 antagonists	TNAP activators	UTI89 phage lysis	PMI inhibition	XIAP displacement	M17LAP inhibition
O=C(COC(=O)c1cc(-c2ccc(Cl)s2)nc2ccccc12)NCc1ccco1	-10	762	12%	0%	-2%	1	-0.9%	-14%	-11%	17%
COc1ccccc1N1CCN(C(=O)CCN2C(=O)c3cccc4cccc(c34)C2=O)CC1	-9	731	-2%	-4%	-14%	1	1.3%	2%	-4.4%	-7%
O=C(c1ccccc1)c1c[nH]c(C(=O)C(Cl)(Cl)Cl)c1	1	664	3%	-14%	-2%	1.1	-0.5%	1%	-7.6%	-4%
CC(=O)c1c(C)[nH]c(C(=O)OCC(=O)NCCC(C)C)c1C	14	691	-7%	-4%	6%	1.2	0.2%	1%	-1.8%	-13%
Cc1ccc(N2CC(C(=O)N3CCCc4ccccc43)CC2=O)cc1 (stereo not given)	7	743	-1%	5%	-6%	1.1	8.8%	-6%	-4.6%	-4%
CCCC1=[N+](CC(=O)c2ccccc2)CCn2cccc21	-6	688	8%	-31%	3%	1.1	-4.1%	-41%	-10%	27%
CCOC(=O)NC(=O)CSc1nc(C)cc(C(F)(F)F)c1C#N	12	744	6%	8%	5%	1.2	0.0%	6%	-6.3%	1%
Nc1ccc(-c2ccc(C(=O)O)s2)cn1	0	699	29%	-19%	18%	1	0.2%	2%	-7.2%	-162%
C/C(N)=C(/C#N)C(=O)COC(=O)C(NS(=O)(=O)c1ccc(Cl)cc1)C(C)O (stereo not given)	x	x	5%	9%	0%	1.1	-3.0%&0.6%	9%	-7.3%	3%
Cc1ccc(-n2[nH]c(C)c(C=Nc3ccc(S(=O)(=O)Nc4nccs4)cc3)c2=O)c(C)c1	-1	707	16%	-14%	3%	1	x	1%	-6.8%	10%
CCOc1ccc(C(Nc2ccc(C)cc2)P2(=O)OCC(C)(C)CO2)cc1 (stereo not given)	x	x	6%	-4%	6%	1.1	0.3%	1%	-5.0%	-4%
Cc1ccc(NC(=S)NC(CO)C(O)c2ccc([N+](=O)[O-])cc2)cc1 (stereo not given)	-2	673	0%	-4%	6%	1.1	2.2%	16%	-1.2%	-4%
CC(=O)NCCc1nc2ccccc2n1Cc1cccc(C)c1	-1	694	0%	x	3%	x	0.0%[50 µM]	x	x	-1%
COc1ccc(C2CC(C)=NN2C=O)cc1OC (stereo not given)	x	x	0%	7%	4%	1.1	0.0%	10%	-2.5%	7%
O=C(COc1ccc(Br)cc1Br)NC(=S)Nc1cccc(CO)c1	12	740	18%	11%	30%	1	0.9%	6%	-2.2%	7%
COc1ccc(C(=O)Sc2ccc(Cl)cc2)cc1OC	x	x	8%	6%	5%	1	0.4%	0%	-24%	-4%
CCOC(=O)CSc1n[nH]c(=S)s1	-1	724	4%	x	-11%	x	0.6%	x	x	1%
CCCCCCCC(=O)NC(Nc1ccc(S(N)(=O)=O)cc1)C(Cl)(Cl)Cl (stereo not given)	x	x	8%	23%	-3%	1	-1.1%	19%	1.0%	5%
Cc1cc(/C=C2\SC(=Nc3ccc(F)cc3)NC2=O)c(C)n1-c1ccc(S(N)(=O)=O)cc1	-8	772	9%	12%	-5%	1.1	3.1%	3%	-3.0%	6%
COC(=O)c1cc(OC)c(OC)cc1N	4	772	4%	9%	11%	1.1	1.2%	19%	-1.3%	3%
COc1ccc(CNC(=O)c2cccc(-c3ccc(C)c4ccccc34)n2)cc1	-6	769	-2%	11%	-8%	1	0.1%	22%	-3.6%	-10%
CCOC(=O)C1C(=O)NC(N2CCc3ccccc32)=NC1c1ccccc1 (stereo not given)	1	804	7%	0%	-7%	1.1	0.1%	-4%	-4.2%	1%
CCN1C(=O)/C(=C2\SC(=S)N(c3c(C)n(C)n(-c4ccccc4)c3=O)C2=O)c2ccccc21	-5	639	-3%	14%	10%	1.1	3.7%	12%	-4.3%	-1%
CCOC(=O)c1cc2c(=O)n3ccccc3nc2n(Cc2ccco2)c1=NC(=O)c1ccccc1OC	3	683	7%	-17%	-5%	1	0.2%	-1%	0.4%	-13%
O=C(OCCN1CCOCC1)c1ccc2c(c1)OCCO2	14	773	1%	-6%	-1%	1.1	2.9%	-11%	-4.1%	10%
O=C(COC(=O)C1(c2ccc(F)cc2)CCCC1)NCc1ccc2c(c1)OCO2	46	664	4%	18%	-4%	1	-0.3%	10%	-5.6%	7%
COc1ccc(N(CCC#N)S(=O)(=O)c2cccc3nsnc23)cc1	-1	736	-5%	8%	3%	1.1	2.7%	10%	1.3%	-6%
CC1=Nc2cc(C(=O)NCCCOC(C)C)ccc2Sc2ccccc21	-16	694	5%	6%	-3%	1.1	0.2%	13%	-0.2%	-2%
COc1ccccc1-c1nc2cc3ccccc3cc2nc1-c1ccccc1OC	-13	501	4%	14%	-7%	1	0.1%	50%*	-7.5%	-8%
Cc1cccc2sc(NC(=O)CNS(=O)(=O)c3ccc(Br)s3)nc12	x	x	u	4%	1%	1	2.4%	7%	-3.1%	4%
CC(=O)Nc1ccc(S(=O)(=O)N2CCN(c3cccc(C)c3C)CC2)cc1	x	x	2%	11%	1%	1	-1.1%	15%	-1.1%	-5%
CC(=O)Nc1ccc(C(=O)CSc2nccc(=O)[nH]2)cc1	3	696	-4%	-30%	-2%	1.1	x	-13%	-0.7%	-3%
N#C/C(=C\c1ccc(-c2ccccc2)cc1)c1nc(-c2ccco2)cs1	0	455	11%	3%	8%	1	0.6%	-6%	-5.6%	7%
COc1cc2c(c(OC)c1OC)-c1c(cc3c(c1OC)OCO3)C1OC2[C@@H](C)[C@H]1C (stereo not given in full)	-9	745	0%	x	-3%	x	0.4%	x	x	-3%
CCn1c(SCC(=O)N/N=C(\C)c2ccncc2)nnc1-c1ccccc1	-8	684	-1%	2%	-2%	1.1	0.5%	-1%	-15%	-2%
N#C/C(=C\c1coc2ccccc2c1=O)C(N)=S	3	693	13%	-37%	2%	1	-0.5%	-36%	-3.2%	7%
CCOc1ccc(S(=O)(=O)n2ccc(C)n2)c2ccccc12	-41	599	5%	12%	0%	1	0.0%	10%	-1.3%	12%
COC(=O)c1ccc(C(=O)OC)c(NC(=O)CN(C)Cc2ccccc2)c1	5	759	0%	-6%	0%	1.1	0.0%	-4%	0.0%	8%
CCn1c(SCC(=O)Nc2nnc(C)s2)nc2c(c1=O)SC(C)C2 (stereo not given)	-9	703	8%	5%	0%	1.2	1.8%	7%	-1.7%	5%
Cc1cc(NC(=O)/C(C#N)=C/c2ccc(-c3ccc(SC(F)F)cc3)o2)n(-c2ccccc2)n1	-21	622	0%	16%	5%	1	0.1%	8%	-4.2%	-4%
O=C(NCCO)/C(=C\c1ccc2c(c1)OCO2)NC(=O)c1ccc(Br)cc1	0	624	3%	6%	2%	1	1.4%[50 µM]	5%	-4.6%	33%
Cn1ccnc1C1CCCCN1Cc1nc(-c2ccc(Cl)cc2)no1 (stereo not given)	0	711	7%	x	0%	1	0.4%	x	-18%	14%
COCCCNC(=O)c1cn(Cc2c(F)cccc2Cl)nn1	x	x	-1%	-2%	-1%	1.1	-0.4%	-7%	-6.2%	18%
Nc1cc(=O)[nH]c(SCC(=O)N2CCCc3ccccc32)n1	13	736	0%	12%	4%	1	0.7%	2%	-7.3%	12%

Screens deposited in PubChem by several laboratories.
